# D1 agonist: activates the human D1 dopamine receptor | P21728 | activation, % at 2 µM | HEK293 T-REx D1 cells, calcium flux, agonist mode | 1% of 360,000 active | AID 504660; in the data active = activation above about 30%; also: 0% is about no effect
#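 Inducible HEK293 T-REx D1 cells, force-coupled to calcium signalling, were plated at 4000 cells/well with tetracycline and held overnight at 30 C. After no-wash calcium dye loading, compound-evoked calcium rise over 180 s flagged agonists.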
# D2 potentiator: positive allosteric modulators of human D2 dopamine receptor | P14416 | HEK293 T-REx D2, calcium flux, EC20 dopamine potentiation | potentiation, % at 10 µM | 0.34% of 340,000 active;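 active = potentiation over 3 SD above the plate norm, cut at about 30% in these data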; also: 0% is about no effect
#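 Potentiation of an EC20 dopamine calcium response is measured in a force-coupled, tetracycline-inducible Hek293 Trex D2 line. Compound-only kinetic reads over 180 s flag agonists before dopamine addition.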
# RXFP1 ag: agonists of human relaxin receptor RXFP1. Q9HBX9. HEK293T-RXFP1 cAMP TR-FRET, 30 min; response scale: percent of porcine relaxin response, buffer zero. Potency, µM (top dose mostly 57.5 µM), inactives show top-dose activation, hits mostly activators. 0.3% of 370,000 active; also: potency is read from the fitted curve at half-maximal effect; % is scaled to controls: 0 for no effect and ±100 for the full control effect; nearly all actives have a fitted effect of over 60% in size; many of its hits are not listed in these tables
# Target sequence (Q9HBX9 whole entry, looked up): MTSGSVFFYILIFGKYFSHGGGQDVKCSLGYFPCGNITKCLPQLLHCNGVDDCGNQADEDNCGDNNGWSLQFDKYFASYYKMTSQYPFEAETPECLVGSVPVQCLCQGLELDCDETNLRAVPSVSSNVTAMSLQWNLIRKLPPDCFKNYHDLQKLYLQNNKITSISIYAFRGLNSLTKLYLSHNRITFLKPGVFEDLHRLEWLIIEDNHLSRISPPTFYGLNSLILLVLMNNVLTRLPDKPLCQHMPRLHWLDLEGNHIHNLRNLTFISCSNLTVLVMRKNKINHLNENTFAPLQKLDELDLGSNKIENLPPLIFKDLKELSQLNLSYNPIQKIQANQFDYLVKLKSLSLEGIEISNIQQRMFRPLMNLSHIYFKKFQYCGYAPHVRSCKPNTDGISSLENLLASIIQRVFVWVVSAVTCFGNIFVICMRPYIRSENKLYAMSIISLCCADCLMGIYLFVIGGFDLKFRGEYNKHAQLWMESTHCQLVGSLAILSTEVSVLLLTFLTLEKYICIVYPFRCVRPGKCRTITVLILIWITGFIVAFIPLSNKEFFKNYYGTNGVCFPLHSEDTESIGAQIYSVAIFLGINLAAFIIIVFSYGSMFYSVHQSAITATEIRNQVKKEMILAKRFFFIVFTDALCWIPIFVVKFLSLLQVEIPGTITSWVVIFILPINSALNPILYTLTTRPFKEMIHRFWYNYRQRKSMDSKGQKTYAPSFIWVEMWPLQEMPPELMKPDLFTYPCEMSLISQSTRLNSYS
#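 cAMP rise read by TR-FRET after 30 min, 37C compound exposure (up to 58 uM) in RXFP1-transfected HEK293 cells with Ro 20174 present. EC50 from Hill-equation fits, with 29 nM porcine relaxin as 100% and buffer as basal.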
# TRHR PAM: TRH receptor (human) allosteric enhancement | P34981 | TRHR cells, fluo-8 calcium fluorescence, EC20 TRH enhancement | enhancement, % at 2 µM | 0.66% of 360,000 active | AID 493056; in the data active = enhancement above about 30%; also: 0% is about no effect
#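 TRHR-expressing cells loaded with fluo-8 calcium dye were read kinetically (ex 480/em 530) during compound addition, then stimulated with an EC20 of TRH (10 nM final). Enhancement of the Gq-mediated intracellular calcium response was scored.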
# D1 antag: antagonists of human D1 dopamine receptor. P21728. HEK293 TREx D1 cells, calcium flux, dopamine EC80; hits give low values. activity change, negative = inhibition, % at 10 µM. 3.2% of 360,000 active. AID 504652; in the data active = activity change below about -30%; also: % is scaled to controls: 0 for no effect and ±100 for the full control effect
#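 Inducible Hek293 Trex D1 cells (tetracycline, overnight, 30 C). Calcium dye 30–90 min RT. Antagonist mode: EC80 dopamine added after 180 s compound read.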
# Anesthetic bind: candidate novel general anesthetic via apoferritin binding; apoferritin/1-aminoanthracene competitive binding, fluorescence; P02791; Potency, µM (doses to about 77.5 µM), without a hit: at the highest dose activity change, negative = displacement, usual class: inhibitors; 0.074% of 350,000 active; also: potency is read from the fitted curve at half-maximal effect; % is scaled to controls: 0 for no effect and ±100 for the full control effect; nearly all actives have a fitted effect of over 20% in size
# Target sequence (P02791 2-175 limits assumed): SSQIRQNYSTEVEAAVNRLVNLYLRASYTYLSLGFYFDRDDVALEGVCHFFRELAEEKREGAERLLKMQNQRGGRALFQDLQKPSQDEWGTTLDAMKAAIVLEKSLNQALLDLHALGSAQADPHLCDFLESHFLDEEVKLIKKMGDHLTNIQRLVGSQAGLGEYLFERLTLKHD
#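 In PBS, apoferritin at 10 uM is loaded with 1-AMA from a 50% saturated solution. After 10 min of compound exposure at ambient temperature, reduced 535 nm fluorescence indicates probe displacement.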
# RXFP1 antag: RXFP1 (human) relaxin receptor antagonism; HEK293-RXFP1, relaxin-stimulated cAMP HTRF, 30 min; hits give low values; activity change, negative = inhibition, % at 57.5 µM; 0.59% of 350,000 active; Q9HBX9;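 active = activity change of -60% or lower, but not beyond a set lower limit; inconclusive = change between -60% and -40%, or beyond the set limit; inactive = change above -40%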; also: % is scaled to controls: 0 for no effect and ±100 for the full control effect
# TRHR agonist: activates the human TRH receptor. activation, % at 2 µM. 0.18% of 360,000 active. P34981. TRHR cells, calcium flux fluo-8, FDSS agonist mode; in the data active = activation above about 30%; also: 0% is about no effect
#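 TRHR-expressing cells, plated overnight in medium with 10% serum, were loaded with fluo-8 calcium dye at room temperature. After a 10 s baseline, library compound was pin-added and calcium release was recorded kinetically (ex 480/em 530) as agonist response.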
# D1 PAM: enhances dopamine response at the human D1 receptor; P21728; HEK293 TREx D1 cells, calcium flux, dopamine EC20 potentiation; potentiation, % at 10 µM; 0.036% of 360,000 active; AID 504651; in the data active = potentiation above about 30%; also: 0% is about no effect
# Numbers without * were called inactive; ? = inconclusive; . = not tested or not shown; [ ] = dose if it differs, or a comment. Unless noted, calls follow the shape of the dose curve; as a rule, active = well fitted curve in the direction sought with a large enough effect; inconclusive = small, poorly fitted or top-dose-only effect, or another doubt; inactive = no such curve, though single readings can be large; an effect the other way counts as inactive or inconclusive. The list is partial; rates above refer to the full screens.
SMILES,D1 agonist,D2 potentiator,RXFP1 ag,TRHR PAM,D1 antag,Anesthetic bind,RXFP1 antag,TRHR agonist,D1 PAM
CSc1cccc(NC(=O)C2(S(=O)(=O)c3ccc(C)cc3)CC2)c1,5,16,1.0%,8,-2,1%,-16,-0.3,-7
CCCn1c(CCC(=O)O)ccc1-c1ccc(F)cc1,3,4,1.0%,7,-14,0%,-11,1.3,-3
CCN(CC)CCN(Cc1cc2cc3c(cc2[nH]c1=O)OCO3)C(=S)NCC1CCCO1 (stereo unspecified),2,-14,6.2%,0,-5,-6%,1,-0.4,-2
CCC(=O)N1c2ccc(S(=O)(=O)N3CCN(c4ccc([N+](=O)[O-])cc4)CC3)cc2CC1C (stereo unspecified),7,9,0.8%,1,13,-16%,4,1.5,-1
COc1ccc(C(=O)/C=C(\C)Nc2ccc(NC(C)=O)cc2)cc1,4,9,1.2%,0,-18,1%,-20,-0.1,-4
Cc1cc2ccccc2n1CCNC(=O)C(C)C,3,-5,2.2%,-18,-6,7%,-20,0.0,-7
O=C(CSc1nnc(Cc2ccccc2)c(=O)[nH]1)Nc1ccccc1,2,1,0.3%,4,7,.,-10,0.0,-6
C=CCn1c(=O)c(C(=O)NCCc2ccc(Cl)cc2)c(O)c2cc(OC)c(OC)cc21,6,5,?,3,28,-5%,6,0.4,0
Cc1ccc(-n2nc3c([n+]2[O-])CCc2c-3no[n+]2[O-])cc1,0,-2,0.1%,-5,-2,-9%,-3,-0.3,-4
O=C(CSc1nc(N2CCCCC2)nc(N2CCCCC2)n1)N1CCc2ccccc21,-1,8,-1.5%,5,9,2%,.,0.5,-2
Cc1cc(C)nc(N/N=C/C=C/c2ccccc2)n1,4,-5,-1.2%,-8,-7,7%,3,-0.2,0
CSc1ccc(NC(=O)NCCN2CCc3ccccc3C2)cc1,20,-42,-0.6%,4,3,-21%,-7,-0.1,-6
COCCn1c(SCc2ccccc2)nc2c1c(=O)[nH]c(=O)n2C,0,-1,3.1%,1,5,2%,2,-1.4,-2
COc1ccc(NC(=O)c2nnn(Cc3ccc(SC)cc3)c2N)c(OC)c1,30,6,1.6%,14,-17,-7%,-16,-0.7,.
COC(=O)C1CCN(c2ccc([N+](=O)[O-])cc2)CC1,2,-9,2.7%,2,15,-8%,-5,0.6,-7
COc1ccc(CCNC(=O)CN(C)S(=O)(=O)c2ccc3c(c2)CCC(=O)N3)cc1OC,2,-2,2.1%,1,2,-4%,.,0.8,-2
CCCCN(c1ccccc1)S(=O)(=O)N(C)C,1,-4,1.2%,-7,7,?,-5,-1.6,-1
CC1(C)CC2(CCO1)OC(=O)CC2C(=O)Nc1ccccc1Cl (stereo unspecified),1,1,-2.3%,3,-1,-2%,3,-0.5,-6
CC1(C)Cc2c(sc(NC(=O)c3ccccc3Cl)c2C(=O)O)CO1,3,-2,0.7%,-2,12,-2%,-24,-0.8,-4
O=C(CSc1nc(Nc2ccccc2)nc(N2CCOCC2)n1)N1CCc2ccccc21,0,11,2.0%,-15,-1,-12%,-2,-0.1,-3
Cc1ccccc1N1CCN(C(=O)CN2C(=O)c3ccccc3C2=O)CC1,5,-4,0.1%,0,-20,?,-7,-0.4,-7
O=C(CN1CCOCC1)Nc1ccccc1C(=O)O,1,-17,0.0%,-2,-2,1%,-2,0.2,-3
CCc1nc(SCC(=O)Nc2ccc(C(=O)O)cc2)n[nH]1,4,-11,0.0%,2,-14,4%,.,0.1,.
NC(=O)c1nc(C2CCCCC2)nc2c1[nH]c(=O)n2-c1ccc(F)cc1,1,12,3.8%,1,3,-3%,.,-0.1,-1
c1coc(CNC2CCCCCCC2)c1,3,1,0.7%,-1,-48*,-23%,-4,0.5,-2
CC(C)C(NC(=O)c1c(F)cccc1F)C(=O)OCN1C(=O)c2ccccc2C1=O (stereo unspecified),6,.,-0.2%,1,10,.,-3,-0.3,7
CCOCCCNC(=O)C(c1ccccc1)N1Cc2ccccc2C1=O (stereo unspecified),-2,-5,1.5%,4,-9,41%[activator],9,0.0,0
COc1ccccc1C(=O)Nc1ccc(S(=O)(=O)N2CCC(C)CC2)cc1,3,6,2.3%,-9,14,6%,2,0.0,-3
Cc1ccc(N2CCN(C(=O)N3CCOCC3)CC2)cc1C,1,-13,1.9%,-8,21,-8%,5,-0.6,-4
CC1CCN(CC(=O)Nc2ccccc2-c2ccccc2)CC1,8,4,-0.9%,10,-4,-3%,-9,-1.4,-3
CC(C)(C)OC(=O)N1CCC[C@H]1c1nnc(SCc2ccccc2Cl)o1,1,-4,-1.5%,-5,-11,-16%,-9,0.0,-2
Cc1ccccc1S(=O)(=O)Nc1ncc(C(F)(F)F)cc1Cl,-3,-1,4.2%,-2,20,-5%,-10,0.8,-3
CCCc1ccc(OCC(=O)O)cc1,2,8,2.3%,-4,2,0%,8,0.3,2
O=C(Nc1ccc2oc(-c3ccncc3)nc2c1)c1ccco1,0,-10,5.5%,-3,4,1%,-6,0.3,-4
NNc1nccc(Nc2ccccc2C(=O)O)n1,1,-5,-1.4%,2,-5,2%,-9,0.0,-5
CC(=O)Nc1ccc(Cl)c(C(N)=O)c1,5,0,-0.7%,0,1,4%,-2,0.4,10
CCCc1cc2c(cc1NC(=O)c1ccccc1Cl)OCO2,4,0,3.2%,-4,0,-8%,-13,3.5,-7
O=C(/C=C\c1cn(-c2ccccc2)nc1-c1ccc2c(c1)OCCO2)N1CCOCC1,1,2,-0.1%,0,-5,-7%,2,-0.7,1
O=C(COc1ccc(S(=O)(=O)NC2CCCCC2)cc1Cl)Nc1ccc2c(c1)OCO2,1,-2,0.1%,-1,-11,-15%,32,0.6,-4
Cc1cc(C)nc(-n2nc(C)c(C3(O)C(=O)Nc4ccccc43)c2N)n1 (stereo unspecified),1,-5,1.9%,-9,-6,-12%,6,0.4,-3
CC(=O)NCCNC(=O)c1ccc2c(c1)S(=O)(=O)c1ccccc1C2=O,7,1,1.6%,13,-8,0%,-20,0.3,.
COc1ccc(N2CC(C(=O)Nc3ccc(S(=O)(=O)N4CCOCC4)cc3)CC2=O)cc1 (stereo unspecified),2,3,0.3%,-3,1,-10%,-8,1.2,1
COC(=O)c1cc(=O)c2ccc(OC)cc2o1,0,-16,1.1%,-5,-13,-11%,-5,0.2,0
CC(=O)NC(=S)Nc1ccc(NC(=S)NC(=O)c2ccc([N+](=O)[O-])cc2)cc1,2,2,0.3%,3,-1,-2%,-2,-0.2,3
Cc1ccc(NC(=O)Nc2nnc(N3CCCCC3)s2)c(C)c1,2,4,0.1%,2,7,-6%,-1,0.8,-3
Cc1cc(=O)oc2cc(OCC(=O)Nc3nccs3)ccc12,5,5,0.2%,2,16,0%,4,-0.2,-1
Cc1ccccc1CS(=O)(=O)Cc1ccc(C(=O)NCc2ccc(F)cc2)o1,7,6,0.8%,-6,4,-2%,.,-0.5,-2
COc1ccc(NC(=O)c2cc3c(Cl)nc4ccccc4c3s2)cc1OC,0,3,3.5%,9,6,-2%,-5,0.4,7
CCc1noc(C)c1C(=O)N(C)CC(=O)Nc1ccc(OC)cc1,-1,.,0.3%,1,9,.,-12,-0.6,-1
COc1ccc(N(C(=O)c2ccco2)C(C(=O)NC2CCCC2)c2cccs2)cc1 (stereo unspecified),2,9,-0.4%,-4,-5,-23%,-3,-0.6,-4
Brc1ccc(OCc2ccccc2)c(CNCC2CCCO2)c1 (stereo unspecified),4,-2,-0.4%,20,3,-8%,-3,0.1,-16
COc1ccccc1CN(C)C(=O)c1cccc(S(=O)(=O)N2CCCC2)c1,0,1,1.7%,4,-11,.,-1,-2.2,-3
COc1ccc(CCNC(=O)c2c(C)nn(-c3ccccc3)c2Cl)cc1,5,-1,0.0%,0,-15,-10%,-21,-1.0,-12
CCC(=O)Nc1ccccc1C(=O)N1CCOCC1,3,15,-0.2%,3,5,-6%,6,0.6,2
COc1ccc2nc(NC(=O)CSc3nnc(C)n3N)sc2c1,2,4,2.2%,3,-10,0%,0,0.4,0
CC(=O)Nc1ccc(NC(=O)CN(C)S(=O)(=O)c2ccc3nc(C)sc3c2)cc1,3,7,-2.2%,-2,-1,1%,4,-0.2,-1
COc1cccc(C(=O)Nc2ccccc2OC(F)(F)F)c1,3,-9,-1.7%,4,3,-10%,-2,-1.0,1
CCC(=O)N/C(N)=N/c1nc(C)c2cc(C)c(C)cc2n1,5,4,-0.7%,9,1,-2%,-4,-0.9,0
Cc1nc2ccc(S(=O)(=O)N(C)CC(=O)Nc3cccc(C(F)(F)F)c3)cc2s1,18,0,-0.5%,-4,-33*,-7%,-8,-2.1,-2
O=[N+]([O-])c1cccc(-c2ccc(C(=S)N3CCOCC3)o2)c1,0,-1,-6.1%,4,-35*,-13%,2,-0.1,-2

# 6 compounds out of the list, ordered by SMILES length, ascending.
SMILES,D1 agonist,D2 potentiator,RXFP1 ag,TRHR PAM,D1 antag,Anesthetic bind,RXFP1 antag,TRHR agonist,D1 PAM
CCC(=O)Nc1ccccc1C(=O)N1CCOCC1,3,15,-0.2%,3,5,-6%,6,0.6,2
CCc1noc(C)c1C(=O)N(C)CC(=O)Nc1ccc(OC)cc1,-1,.,0.3%,1,9,.,-12,-0.6,-1
COc1ccc(CCNC(=O)c2c(C)nn(-c3ccccc3)c2Cl)cc1,5,-1,0.0%,0,-15,-10%,-21,-1.0,-12
O=[N+]([O-])c1cccc(-c2ccc(C(=S)N3CCOCC3)o2)c1,0,-1,-6.1%,4,-35*,-13%,2,-0.1,-2
CC(=O)Nc1ccc(NC(=O)CN(C)S(=O)(=O)c2ccc3nc(C)sc3c2)cc1,3,7,-2.2%,-2,-1,1%,4,-0.2,-1
Cc1nc2ccc(S(=O)(=O)N(C)CC(=O)Nc3cccc(C(F)(F)F)c3)cc2s1,18,0,-0.5%,-4,-33*,-7%,-8,-2.1,-2

# (listing goes on)
SMILES,D1 agonist,D2 potentiator,RXFP1 ag,TRHR PAM,D1 antag,Anesthetic bind,RXFP1 antag,TRHR agonist,D1 PAM
CCOC(=O)C1CCN(CCC(=O)Nc2cccc(Cl)c2C)CC1,0,-12,2.3%,-1,-2,-8%,6,-0.2,3
COC(=O)Cn1cc(C(=O)OC)cc(Br)c1=O,5,5,0.1%,-11,-1,-14%,1,1.3,-3
Cc1onc(-c2c(F)cccc2Cl)c1C(=O)c1ccccc1,1,2,0.4%,-6,-2,-9%,17,0.2,-2
CCc1ccccc1N(C(=O)c1cccs1)C1C=CS(=O)(=O)C1 (stereo unspecified),-1,13,0.7%,-2,-3,-11%,-15,0.1,-2
COc1ccc(NC(C)=O)cc1S(=O)(=O)Nc1ccccc1C(=O)NCCc1ccccc1,4,-2,4.3%,4,11,-3%,-2,-1.2,4
